High-throughput results: PubChem BioAssay, National Center for Advancing Translational Sciences (NCATS)
RGS4 inh: human RGS4 inhibition | Transcreener GDP fluorescence polarization, RGS4-accelerated GTP hydrolysis | Potency, µM (top dose mostly 114 µM), inactives show at the highest dose activity change, negative = inhibition, usual class: inhibitors | actives 0.039% (n = 390,000); further: on the % scale 0 is the no-effect control and ±100 the full control effect; nearly all actives have a fitted effect of over 75% in size; some results filed as inactive show a strong effect at the top dose
Target sequence (P49798 whole entry, looked up): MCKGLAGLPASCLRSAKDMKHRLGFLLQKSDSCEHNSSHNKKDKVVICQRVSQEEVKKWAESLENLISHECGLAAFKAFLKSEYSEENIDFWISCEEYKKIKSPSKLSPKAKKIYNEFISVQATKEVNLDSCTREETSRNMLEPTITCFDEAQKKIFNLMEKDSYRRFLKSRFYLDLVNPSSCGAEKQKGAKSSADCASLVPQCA
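MLSMR compounds (23 nl, pin-transferred) preincubated 10 min at room temperature with a 500nM (2x) first reagent, then RGS4 at 900nM (2x) plus Transcreener GDP mix added; fluorescence polarization (620/688 nm) read before and after 90 min at 30 °C.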
12-LOX inh: inhibitors of human 12S-lipoxygenase ALOX12; P18054; purified 12hLO, xylenol orange hydroperoxide absorbance; Potency, µM (doses to about 108 µM), without a hit: at the highest dose activity change, negative = inhibition, most hits filed as inhibitors; actives 1.1% (n = 580,000); AID 1671190; further: on the % scale 0 is the no-effect control and ±100 the full control effect
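Hydroperoxide product was detected by ferrous iron/xylenol orange as the 573 to 405 nm absorbance ratio. Arachidonic acid at 40 uM (final) was turned over for 30 min at room temperature by 150 nM human 12hLO, pH 7.0 Hepes buffer, after 15 min compound preincubation.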
GLS inhibitor: blocks human kidney-isoform glutaminase activity; O94925; GLS enzymatic activity, qHTS titration; Potency, µM (highest dose often 45.5 µM), for inactives: top-dose activity change, negative = inhibition, usual class: inhibitors; actives 0.21% (n = 410,000); AID 624170; further: on the % scale 0 is the no-effect control and ±100 the full control effect
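Compounds were pin-transferred onto hKGA, after which L-glutamine (1 mM solution) and a detection mix of glutamate oxidase, HRP and Amplex Red were added. Initial and 30 min RT fluorescence reads were collected.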
JMJD2A Tudor inh: blocks the human JMJD2A Tudor domain; actives 4.4% (n = 390,000); Potency, µM (highest dose often 114 µM), for the others: at the highest dose activity change, negative = inhibition, hits mostly inhibitors; AlphaScreen JMJD2A-Tudor / H3K4me3 peptide binding; O75164; further: on the % scale 0 is the no-effect control and ±100 the full control effect; nearly all actives have a fitted effect of over 50% in size
Pin1 inhibitor: inhibitors of human Pin1; Pin1 FP peptide displacement, HiFluor488, 10 min; Potency, µM (highest dose often 115 µM), without a hit: at the highest dose activity, negative = inhibition, hits mostly inhibitors; actives 0.009% (n = 390,000); active means well fitted inhibition curve with a large enough effect in the polarisation, with a control signal flat, not every such curve was filed as active; inconclusive means small, poorly fitted or top-dose-only effect, or effect the other way, or a change in a side signal; inactive means no such curve, though single readings can be large or run the other way; the % refers to the polarisation; further: on the % scale 0 is the no-effect control and ±100 the full control effect
Target sequence (Q13526 whole entry, looked up): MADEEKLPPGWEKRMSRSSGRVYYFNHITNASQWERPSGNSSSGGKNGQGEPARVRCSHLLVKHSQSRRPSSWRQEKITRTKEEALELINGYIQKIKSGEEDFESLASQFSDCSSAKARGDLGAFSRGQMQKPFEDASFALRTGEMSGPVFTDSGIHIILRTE
rTrxR1 inhibitor: blocks rat thioredoxin reductase 1; O89049; recombinant rTrxR1, NADPH fluorescence consumption, selenite substrate; Potency, µM (highest dose often 114 µM), inactives show at the top dose activity change, negative = inhibition, most hits filed as inhibitors; actives 1% (n = 390,000); further: on the % scale 0 is the no-effect control and ±100 the full control effect; nearly all actives have a fitted effect of over 65% in size
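Rat TrxR1 (90 nM in the dispensed reagent) was pre-reduced with 400 uM NADPH for 5 min at room temperature, then incubated with compound for 15 min. After 400 uM selenite was added, NADPH fluorescence (Ex 340/Em 450 nm) was followed for 8 min.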
Tb PGK inh: T. brucei PGK inhibition; AID 602233; actives 0.043% (n = 380,000); Potency, µM (highest dose often 57.5 µM), without a hit: at the top dose activity change, negative = inhibition, hits mostly inhibitors; P07378; PGK/GAPDH coupled, Kinase-Glo luminescence, 60 min; further: on the % scale 0 is the no-effect control and ±100 the full control effect; nearly all actives have a fitted effect of over 60% in size
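Recombinant glycosomal PGK reaction used 1,3-bisphosphoglycerate generated in-well by GAPDH (100nM final) in 100mM TEA pH 7.6, 5mM MgCl2, 0.01% Tween-20. After 60 minutes at room temperature, ATP was read by Kinase-Glo Plus luminescence end-point.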
HP1b chromo inh: inhibitors of HP1-beta chromodomain binding to methylated histone tails; AlphaScreen HP1-beta / biotin-H3K9me3 peptide binding; Potency, µM (highest dose often 114 µM), for the others: at the top dose activity change, negative = inhibition, most hits filed as inhibitors; actives 0.56% (n = 390,000); AID 540317; further: nearly all actives have a fitted effect of over 70% in size; inactives centre near 23
Target sequence (P83916 whole entry, looked up): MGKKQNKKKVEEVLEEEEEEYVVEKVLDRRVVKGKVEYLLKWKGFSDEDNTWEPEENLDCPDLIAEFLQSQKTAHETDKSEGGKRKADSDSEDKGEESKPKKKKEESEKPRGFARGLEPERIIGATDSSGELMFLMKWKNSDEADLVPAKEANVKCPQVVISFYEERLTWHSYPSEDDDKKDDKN
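HP1-beta protein (50 nM final) preincubated 30 min at room temperature with biotinylated H3(1-18)K9me3 peptide (50 nM) in PBS pH 7.4, 0.01% Tween-20, then compound added for 30 min. AlphaScreen streptavidin donor/nickel chelate acceptor beads (10 ug/mL final), 30 min dark, luminescence read.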
ERG Ets-DNA blk: blocks human ERG Ets domain binding to DNA; P11308; fluorescence polarization, His-ERG Ets domain / labelled DNA; Potency, µM (highest dose often 76.9 µM), without a hit: at the top dose FP activity, negative = inhibition, usual class: inhibitors; actives 0.028% (n = 370,000); active means well fitted inhibition curve with a large enough effect in the polarisation, with a control signal flat; inconclusive means small, poorly fitted or top-dose-only effect, or effect the other way, or a change in a side signal; inactive means no such curve, though single readings can be large or run the other way; the % refers to the polarisation;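 further: polarization taken with two DNA probes labelled with fluorescein and Texas red; % of control where 0% means no effect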
Target sequence (P11308 whole entry, looked up, the tested form may be a part): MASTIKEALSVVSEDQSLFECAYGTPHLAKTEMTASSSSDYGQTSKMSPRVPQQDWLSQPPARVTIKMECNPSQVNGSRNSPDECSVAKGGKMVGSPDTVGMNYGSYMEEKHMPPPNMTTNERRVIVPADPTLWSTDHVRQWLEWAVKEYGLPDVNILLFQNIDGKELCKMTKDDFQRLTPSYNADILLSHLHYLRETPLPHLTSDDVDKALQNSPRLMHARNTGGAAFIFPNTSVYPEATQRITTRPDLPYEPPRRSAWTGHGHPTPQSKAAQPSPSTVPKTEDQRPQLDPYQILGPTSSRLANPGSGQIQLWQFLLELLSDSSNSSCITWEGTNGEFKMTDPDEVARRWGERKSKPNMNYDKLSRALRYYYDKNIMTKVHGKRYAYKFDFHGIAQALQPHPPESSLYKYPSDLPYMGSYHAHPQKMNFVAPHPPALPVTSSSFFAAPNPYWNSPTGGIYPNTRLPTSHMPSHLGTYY
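His-tagged ERG Ets domain (1 uM in the protein solution; 300mM KCl, 50mM Tris-HCl, 1mM EDTA, 1mM DTT, pH 7.5) received compound, then a probe mix of 5 nM fluorescein-DNA and 100nM Texas-615-DNA. Fluorescence polarization was read for both dyes.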
* hit, by the source's call; i = inactive; ? = inconclusive; / = not tested or not shown; & = joins results of further samples; [ ] = dose if it differs, or a comment. Unless noted, the call rests on the fitted dose curve; in most records, active means well fitted curve in the direction sought with a large enough effect; inconclusive means small, poorly fitted or top-dose-only effect, or another doubt; inactive means no such curve, though single readings can be large; an effect the other way counts as inactive or inconclusive. Potency means the concentration at half of the fitted maximal effect. These rows are one share of the data; rates above refer to the full screens.

RGS4 inh	12-LOX inh	GLS inhibitor	JMJD2A Tudor inh	Pin1 inhibitor	rTrxR1 inhibitor	SMILES	Tb PGK inh	HP1b chromo inh	ERG Ets-DNA blk
3%	24%	11%	-17%	-4%	-6%	CC(NS(=O)(=O)c1ccc(Cl)c(Cl)c1)C(=O)OCC(=O)N1CCCCCC1 (centres undefined)	2%	20%	8%
-28%	96%[activator]	1%	-6%	1%	5%[57.1 µM]	CC(=O)Nc1ccc(C(=O)OCC(=O)c2ccc(C)c([N+](=O)[O-])c2)cc1	i	18%	9%
7%	3%	4%	-15%	-6%	13%	CCOc1cc(C#N)ccc1OCC(=O)NNC(=O)CC1CCS(=O)(=O)C1 (centres undefined)	-8%	23%	1%
17%	28%	5%	-12%	9%	16%[57.1 µM]	CC1CC(=O)N(CCc2ccccc2)C(=O)C1	10%	14%[57 µM]	-2%
-19%[11.4 µM]	-8%	-12%	-17%[11.4 µM]	2%	20%[57.1 µM]	Cc1cccc(CCNC(=O)CCc2nc(-c3ccccc3F)no2)c1	i	59%[activator]	5%
?	40µM*	4%	-34%	-4%	-2%	Cc1ccsc1/C=N/Nc1ccc(F)cc1F	-8%	-29%	4%
-44%	322%[activator]	-1%	-8%	20%	3%[57.1 µM]	Cc1cccc(-n2nc(C(=O)Nc3ccccc3)n3c(=O)cc(-c4ccccc4)nc23)c1	4%	23%	-4%
-11%	179%[activator]	-11%	-31%	-4%	-6%[57.1 µM]	CN(C)CCN1C(=O)C(=O)/C(=C(/O)c2ccc3c(c2)OCCO3)C1c1ccccn1 (centres undefined)	-2%	26%	19%
3%	-19%	1%	-12%	2%	7%	CCCCCCCCNC(=O)CCNC(=O)c1ccc(C(C)(C)C)cc1	3%	33%	1%
2%	4%	-6%	-17%	-4%	3%	O=S(=O)(CC(O)(c1ccccc1)c1ccccc1)CC(O)(c1ccccc1)c1ccccc1	12%	14%	/
-44%	7%	0%	-5%	-19%	10%	COc1ccc(OC)c(S(=O)(=O)NCC(=O)O)c1	i	23%	-4%
-9%	23%	1%	-10%	-3%	-2%	CC1(c2ccc3c(c2)OCCCO3)NC(=O)N(CC(=O)Nc2cccc(C#N)c2)C1=O (centres undefined)	-5%	26%	-9%
-18%	-4%	1%	1%	-2%	23%	COc1ccc(N(CC(=O)NCCSCc2ccc(Cl)cc2)S(C)(=O)=O)cc1Cl	-1%	21%	2%
-35%	-5%	-2%	-15%	0%	-7%	COc1cc(C(=O)N(Cc2cccnc2)Cc2cc3cc4c(cc3[nH]c2=O)OCCO4)cc(OC)c1OC	i	50%[activator]	-2%
12%	373%[activator]	11%	-21%	10%	0%[57.1 µM]	Cc1ccc(C(=O)Nc2scc(-c3ccccc3)c2C(=O)O)cc1	i	-4%	1%
22%	-15%	0%	-22%	-10%	13%	O=C(O)CC(NS(=O)(=O)c1ccc2c(c1)OCCO2)c1ccccc1[N+](=O)[O-] (centres undefined)	-2%	-12%	-1%
22%	3%	14%	-10%	0%	-4%	C/C(=N\NC(=O)c1ccc(N)cc1)C1CC1	3%	28%	-8%
-23%	-11%	15%	-8%	1%	?	O=C(C1=NNCC1c1ccc(Cl)cc1)C1CO1 (centres undefined)	0%	32%	2%
-34%	-2%	1%	-18%	1%	6%[57.1 µM]	C/C(=N/NS(=O)(=O)c1ccccc1)c1ccc(NC(=O)C2CC2)cc1	-3%	20%	0%
-5%	1%	10%	?	0%	24%[57.1 µM]	CC1CCCN(C(=O)c2sc3cc([N+](=O)[O-])ccc3c2Cl)C1 (centres undefined)	-7%	?	3%
-4%	6%	4%	-17%	-2%	2%	O=C(Cn1c(=O)ccn(Cc2ccccc2)c1=O)Nc1cccc(S(=O)(=O)N2CCOCC2)c1	10%	9%	-4%
-51%	?	13%	-16%	19%	10%	O=C1NC[C@H](Cc2ccccc2)N(C[C@H]2CCCN2C[C@H](Cc2ccccc2)N2C[C@H](Cc3ccc(O)cc3)N(CC3CCCCCC3)C(=O)C2=O)C1=O	10%	41%[activator]	1%
-14%	-7%	7%	10%	10%	19%[57.1 µM]	Cc1cc(NC(=O)CSc2ncccc2C(=O)O)no1	8%	20%	2%
-3%	0%	0%	2%	-7%	45%[activator]	O=C(Cc1ccccc1F)Nc1ccc(SC(F)F)cc1	-12%	40%[activator]	5%
35%	93%[activator]	?	1%	2%	-22%[57.1 µM]	CCCCN(C)CCNC(=O)c1ccc2c(c1)NC(=O)CN2	10%	2%	-2%
-15%	?	4%	-20%	1%	-3%[57.1 µM]	Cc1ccc(C)c(N2CCN(Cc3nnnn3C3CCCCC3)CC2)c1	1%	24%	4%
3%	10%	48%[activator]	-11%	-2%	5%[57.1 µM]	COc1ccc(CN(CC(=O)NC2CCCC2)C(=O)CN2C(=O)COc3ccccc32)cc1	6%	25%	-5%
26%	-23%	3%	-36%	-7%	16%	COC(=O)[C@]1(C)N[C@H](CN(C)C(=O)c2ccc(F)cc2)[C@@H]2C(=O)N(C)C(=O)[C@@H]21	4%	18%	-1%
21%	0%	0%	-25%	1%	-3%[57.1 µM]	Nc1nc(Nc2ccccc2F)nc(NC2CCCCC2)c1[N+](=O)[O-]	0%	-9%	-9%
10%	?	0%	-16%	-5%	-15%	CC(=O)c1ccc(OCCn2c(SCC(=O)O)nc3ccccc32)cc1	6%	28%	0%
22%	?	-6%	3%	-11%	-11%	CCC(=O)N(Cc1cc2c(C)cc(C)cc2[nH]c1=O)C1CCCCC1	i	35%[activator]	-13%
7%	-9%	-8%	-14%	0%	9%	COCCNC(=S)N/N=C/c1ccc(OCc2ccc(C(=O)OC)cc2)cc1	-3%	31%	2%
-12%	-27%	3%	19%	-2%	7%[57.1 µM]	C=CCOc1c(Br)cc(C2C3=C(CCCC3=O)N(C)C3=C2C(=O)CCC3)cc1OCC	i	36%	2%
?	0%	16%	?	-10%	?	O=C(Nc1ccc(Cl)cc1)Nc1ccccc1Sc1ncc([N+](=O)[O-])s1	i	8%	2%
-27%	?	0%	-6%	0%	16%	Cc1cccc[n+]1CC(=O)c1ccc([N+](=O)[O-])cc1	-3%	46%[activator]	-10%
19%	2%	3%	-15%	1%	0%	Cc1ccccc1-n1cc(CNC(=O)CC2C(=O)NCCN2C/C=C/c2ccccc2)cn1 (centres undefined)	10%	35%	-2%
-9%	4%	-2%	-13%	0%	7%	COC(=O)c1ccc2c(=O)n(CCCCCC(=O)O)c(=O)[nH]c2c1	-10%	16%	-6%
3%	-6%	-28%	-20%	10%	12%	Cn1c(=O)n(CCc2ccccc2)c(=O)c2c1nc1n2CCCN1c1ccccc1	-11%	18%	/
-13%	-29%	-3%	1%	0%	-6%	O=C(CNC(=O)c1ccccc1F)NCc1ccncc1	5%	22%	0%
0%	28%	-3%	-8%	0%	14%	Cc1cc2oc(C(=O)NCc3ccncc3)c(C)c2cc1C	-5%	32%	3%
5%	-8%	9%	?	17%	1%[2.29 µM]	CN(C)/C=C/C(=O)c1ccc(OCCN(C)c2ccccn2)cc1	-2%	4%	0%
-14%	29%	0%	?	-1%	15%	COc1cccc(C(=O)C2CCCN(C/C=C/c3ccccc3OC)C2)c1 (centres undefined)	-14%	15%	17%
11%	-26%	15%	3%	-2%	70%[activator]	COc1ccccc1N1C(=O)c2ccccc2NC1c1ccc(O)cc1 (centres undefined)	-4%	22%	?
0%	-2%&3%	?	-8%	6%	-2%[57.1 µM]	CCc1nc2ccc(C(=O)NCc3ccccc3C)cc2nc1CC	7%	18%	0%
-3%	-29%	2%	-6%	-5%	8%	CCOc1ccc2nc(NC(=O)c3nc(SCc4ccccc4F)ncc3Cl)sc2c1	-3%	40%[activator]	0%

Retrieved by compound from the list above, three records:
RGS4 inh	12-LOX inh	GLS inhibitor	JMJD2A Tudor inh	Pin1 inhibitor	rTrxR1 inhibitor	SMILES	Tb PGK inh	HP1b chromo inh	ERG Ets-DNA blk
2%	4%	-6%	-17%	-4%	3%	O=S(=O)(CC(O)(c1ccccc1)c1ccccc1)CC(O)(c1ccccc1)c1ccccc1	12%	14%	/
10%	?	0%	-16%	-5%	-15%	CC(=O)c1ccc(OCCn2c(SCC(=O)O)nc3ccccc32)cc1	6%	28%	0%
-5%	1%	10%	?	0%	24%[57.1 µM]	CC1CCCN(C(=O)c2sc3cc([N+](=O)[O-])ccc3c2Cl)C1 (centres undefined)	-7%	?	3%

Next section
RGS4 inh	12-LOX inh	GLS inhibitor	JMJD2A Tudor inh	Pin1 inhibitor	rTrxR1 inhibitor	SMILES	Tb PGK inh	HP1b chromo inh	ERG Ets-DNA blk
5%	-20%	20%	-19%	-6%	-14%	C=CCn1c(O)c(N=NC(=O)c2ccccc2NS(=O)(=O)c2cccs2)c2ccccc21	1%	15%	-3%
-50%	?	36%[activator]	-9%	-5%	5%[57.1 µM]	CCCCC(CCC(=O)Nc1cc([N+](=O)[O-])ccc1O)C(=O)O (centres undefined)	4%	0%	6%
24%	2%	-1%	-15%	6%	-13%[11.4 µM]	CSc1nc2ccccc2n1CC(=O)Nc1cc(C(F)(F)F)ccc1N1CCOCC1	-4%	22%	-17%
-22%	5%	-7%	-17%	-2%	-3%	CCC(=O)Nc1cccc(NC(=O)c2ccc(C)c([N+](=O)[O-])c2)c1	-3%	23%	-9%
11%	8%	11%	-10%	5%	-5%	Cc1ccccc1NS(=O)(=O)c1cc(C(N)=O)ccc1C	/	23%	/
-2%	2%	1%	-22%	-3%	19%	CCC(C)(C)NC(=O)C(c1ccc(F)cc1)N(Cc1ccccc1)C(=O)c1cnccn1 (centres undefined)	-3%	-23%	-12%
